From PubChem
ssDAF-12 act – activates DAF-12 receptor from parasite S. stercoralis; hit rate 1% among 370,000; activation, % at 6.8 µM; HEK293 ssDAF-12/GRIP1 lit1-tk-luc reporter, luminescence; % of 3 µM dafachronic acid response;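 active means activation above the mean over all tested compounds plus 3 SD, cut at about 0.9% in these data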;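 further: 0% = DMSO-only wells and 100% = 3 µM delta7-dafachronic acid wells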
DAX1 inh-1 – inhibits human nuclear receptor DAX1. hit rate 0.99% among 340,000. inhibition, % at 6.75 µM. HEK293 Gal4-DAX1 luciferase reporter, luminescence. AID 504766;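 active means inhibition above the mean over all tested compounds plus 3 SD, cut at about 4.2% in these data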;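 further: 0% = DAX1-transfected cells with DMSO and 100% = empty-vector control cells with DMSO; inhibition shows as a rise in luminescence from relieved DAX1 repression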
Target sequence (P51843 207-470 limits assumed): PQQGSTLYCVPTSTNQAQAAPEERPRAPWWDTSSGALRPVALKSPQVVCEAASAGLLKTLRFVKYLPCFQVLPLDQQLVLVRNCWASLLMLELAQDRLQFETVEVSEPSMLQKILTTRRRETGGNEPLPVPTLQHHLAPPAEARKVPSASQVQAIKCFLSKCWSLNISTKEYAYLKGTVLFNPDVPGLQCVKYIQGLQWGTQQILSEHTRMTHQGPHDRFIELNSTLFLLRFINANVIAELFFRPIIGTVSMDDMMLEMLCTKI
proKLK7 act – proKLK7 (human) activation, primary screen; purified proKLK7, EDANS-DABCYL substrate fluorescence; 100% is mature enzyme control, 0% vehicle; hit rate 0.9% among 370,000; P49862; activation, % at 7 µM; AID 652039;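 active means activation above the mean of all tested compounds plus 3 SD, computed per campaign excluding outliers beyond control limits, cut at about 13% in these data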
Target sequence (P49862 whole entry, looked up): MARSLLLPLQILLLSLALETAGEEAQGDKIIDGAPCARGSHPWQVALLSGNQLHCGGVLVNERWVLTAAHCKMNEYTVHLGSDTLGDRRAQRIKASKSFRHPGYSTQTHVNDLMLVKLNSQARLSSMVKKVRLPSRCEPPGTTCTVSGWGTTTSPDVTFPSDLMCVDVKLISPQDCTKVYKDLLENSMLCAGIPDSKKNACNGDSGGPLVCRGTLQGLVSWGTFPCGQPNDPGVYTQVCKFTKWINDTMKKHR
NPR1 activator – GC-A (human) enzyme activation | P16066 | HEK293 GC-A cells, cGMP TR-FRET, EC30 ANP; 0% at EC30 ANP, 100% saturating ANP | activation, % at 10 µM | hit rate 0.14% among 370,000 | AID 1671463; in the data active means activation above about 40%
DAX1 inh-2 – inhibitors of DAX1 repression of SF-1 activated StAR promoter; HEK293T StAR-luciferase reporter, SF-1/DAX-1 repression relief; inhibition, % at 6.8 µM; hit rate 1.1% among 370,000; AID 652010;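 active means inhibition above the mean over all tested compounds plus 3 SD, cut at about 3.6% in these data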;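 further: 0% = DAX-1 cells with DMSO and 100% = cells lacking DAX-1 with DMSO; higher inhibition means more luminescence from relief of DAX-1 repression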
SMARCA2 act – activators of SMARCA2 function. MG213 cells, MMTV-luciferase reporter, dexamethasone, overnight. activation, % at 9.1 µM. hit rate 1% among 370,000. AID 652017; in the data active means activation above about 7.8%;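 further: 0% = vehicle wells and 100% = reference activator wells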
FXN GAA850 act – frataxin GAA850 promoter activation; HEK293 lucGAA850 FXN promoter luciferase reporter, 24 h; percent of 10 µM SAHA response; activation, % at 6 µM; hit rate 0.56% among 360,000;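 active means activation above the average of all compounds screened plus 3 SD, cutoff fixed separately per campaign, cut at about 7.5% in these data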;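 further: 0% = DMSO wells and 100% = 10 µM SAHA wells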
GC-B act – GC-B (human) receptor activation; activation, % at 10 µM; P20594; AID 1920062; HEK293-GC-B cells, CNP EC30, cGMP TR-FRET; 0% at EC30 CNP, 100% saturating CNP; hit rate 0.11% among 370,000;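 active means activation at 10 µM reaching about 35% in either raw or pattern-adjusted values, limit read from the data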
hcDAF12 agonist – activators of H. contortus DAF-12 nuclear receptor | HEK293 hcDAF-12 lit1-tk-luc reporter, luminescence; 0% DMSO, 100% Δ7-dafachronic acid | AID 652067 | activation, % at 6.8 µM | hit rate 1.4% among 370,000;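 active means activation above the mean of all tested compounds plus 3 SD, cut at about 5.5% in these data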;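 further: 100% = response to 3 µM Δ7-dafachronic acid high control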
hgDAF12 agonist – agonists of H. glycines DAF-12 nuclear receptor | activation, % at 6.8 µM | hit rate 1.8% among 370,000 | HEK293 GAL4-hgDAF12 UAS-luciferase reporter, agonist luminescence; normalized to butyrate control;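 active means activation above a cutoff set at the mean of all screened compounds plus 3 SD, cut at about 10% in these data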;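 further: 0% = DMSO wells and 100% = sodium butyrate wells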
HGIII-sPLA2 inh – Inhibits HGIII-sPLA2 liposome hydrolysis, primary screen; hit rate 0.56% among 370,000; QFRET BODIPY PC-A2 liposome hydrolysis, fluorescence; inhibition, % at 12.2 µM; AID 743126;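 active means inhibition above mean plus 3 SD of compounds lying within the high and low control bounds, cut at about 19% in these data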;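 further: 0% = median of test compound wells and 100% = no enzyme DMSO wells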
Target sequence (Q9NZ20 whole entry, looked up): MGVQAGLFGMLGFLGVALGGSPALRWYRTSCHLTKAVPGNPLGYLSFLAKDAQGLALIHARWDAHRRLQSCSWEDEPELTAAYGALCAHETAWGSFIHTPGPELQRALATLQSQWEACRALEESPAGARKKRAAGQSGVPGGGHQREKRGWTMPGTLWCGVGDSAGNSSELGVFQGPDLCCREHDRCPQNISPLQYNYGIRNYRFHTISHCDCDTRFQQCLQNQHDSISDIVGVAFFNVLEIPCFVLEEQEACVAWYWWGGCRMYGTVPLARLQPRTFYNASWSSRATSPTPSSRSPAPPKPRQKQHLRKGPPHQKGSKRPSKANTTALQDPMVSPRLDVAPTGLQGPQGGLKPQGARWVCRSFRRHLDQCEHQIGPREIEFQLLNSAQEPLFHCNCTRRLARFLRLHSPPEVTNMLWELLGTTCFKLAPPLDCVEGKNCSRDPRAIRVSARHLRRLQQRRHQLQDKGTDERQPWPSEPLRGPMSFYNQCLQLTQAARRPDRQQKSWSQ
The depositor's hits bear a star; / = not tested or not shown.

Sequence of screens – ssDAF-12 act	DAX1 inh-1	proKLK7 act	NPR1 activator	DAX1 inh-2	SMARCA2 act	FXN GAA850 act	GC-B act	hcDAF12 agonist	hgDAF12 agonist	HGIII-sPLA2 inh
O=C(Cc1ccc(NC(=O)C2CCCN(C(=O)C3CCC3)C2)cc1)Nc1cccc(C(=O)N2CCCCC2)c1 (stereo unspecified)
 : -0.9	-0.6	0.2	4.3	-0.7	2.0	-0.5	-4.5	-0.7	-1.6	-13.4
Cc1ccc(CNCC2CCCO2)o1 (stereo unspecified)
 : -0.7	-0.4	0.7	-3.7	0.1	-3.8	1.1	12.0	-0.2	-0.7	-1.8
COc1ccc(Nc2nc(N3CCN(C)CC3)nc3ccccc23)c(OC)c1
 : -1.4	1.0	-0.2	10.7	-0.3	5.7	2.8	0.8	-2.0	-0.2	-6.3
Cc1ccc(/C=C/C2=NN(C)C(=O)CC2)cc1
 : -0.3	1.0	0.4	0.5	3.0	8.3*	7.0	-0.2	2.9	14.1*	-1.0
COc1ccc(-c2cn3c(C)c(C(=O)NC(C)C)sc3n2)cc1
 : -1.7	0.7	-0.1	6.1	0.2	1.9	2.2	1.3	-1.1	1.5	0.5
CCOC(=O)c1ccc(NC(=S)N2CCSC2c2ccc(Br)cc2)cc1 (stereo unspecified)
 : -1.3	0.0	0.5	-9.5	0.3	-2.6	2.8	-0.7	-0.3	-2.9	-1.6
COc1ccccc1C(=O)NC(=O)CSc1nc2nc(C)cc(C)n2n1
 : -1.0	1.0	-0.3	-3.9	0.8	-2.0	0.1	-0.2	-1.2	-1.4	3.9
CN(Cc1ccccc1)C(=O)NC1CCCCC1
 : -0.9	0.0	-0.1	-1.5	-0.6	-0.6	1.3	1.5	-1.6	-0.8	7.4
O=[N+]([O-])c1ccc(Cl)cc1CN1CCCCCC1
 : -1.4	0.2	1.0	-3.9	0.1	3.0	2.2	0.3	0.5	-2.6	4.4
COc1ccc(CCn2c(-c3cccc([N+](=O)[O-])c3)nc3nc4ccccc4nc32)cc1OC
 : -0.8	-1.8	-0.1	-6.1	-0.5	-0.5	-2.5	-1.0	-0.4	0.8	4.7
COc1ccc(S(=O)(=O)NNC(=O)Nc2ccccc2OC)c(OC)c1
 : -0.2	0.8	0.3	2.6	-0.1	-2.6	-0.9	1.5	1.7	3.0	-1.2
CCOC(=O)N1CCN(S(=O)(=O)c2ccc(F)c(C(=O)Nc3ccc(C)c(Cl)c3)c2)CC1
 : -1.6	-1.6	-0.8	-9.0	-0.2	-4.6	-2.5	-2.0	-4.9	-0.8	-37.6
C[C@H](O)CC1=C[C@H](O)[C@@H](C)OC1=O
 : -1.7	-0.9	0.5	1.8	-0.7	1.0	-0.2	0.9	0.5	-2.4	5.5
OC1CN=C2CCCc3c2n(c2ccc(Cl)cc32)C1 (stereo unspecified)
 : -0.9	-0.8	17.2*	1.7	-0.2	1.7	1.1	-5.0	0.7	3.1	6.3
NCCOc1ccccc1-c1ccccc1
 : -1.1	0.4	-0.5	-3.8	0.0	-1.0	-0.6	-7.9	-1.5	-1.0	1.6

Single records (already shown). Values in the order: ssDAF-12 act | DAX1 inh-1 | proKLK7 act | NPR1 activator | DAX1 inh-2 | SMARCA2 act | FXN GAA850 act | GC-B act | hcDAF12 agonist | hgDAF12 agonist | HGIII-sPLA2 inh
Results for Cc1ccc(CNCC2CCCO2)o1 (stereo unspecified) = -0.7 | -0.4 | 0.7 | -3.7 | 0.1 | -3.8 | 1.1 | 12.0 | -0.2 | -0.7 | -1.8
Results for COc1ccc(S(=O)(=O)NNC(=O)Nc2ccccc2OC)c(OC)c1 = -0.2 | 0.8 | 0.3 | 2.6 | -0.1 | -2.6 | -0.9 | 1.5 | 1.7 | 3.0 | -1.2
Results for CCOC(=O)N1CCN(S(=O)(=O)c2ccc(F)c(C(=O)Nc3ccc(C)c(Cl)c3)c2)CC1 = -1.6 | -1.6 | -0.8 | -9.0 | -0.2 | -4.6 | -2.5 | -2.0 | -4.9 | -0.8 | -37.6

Further compounds
Sequence of screens – ssDAF-12 act	DAX1 inh-1	proKLK7 act	NPR1 activator	DAX1 inh-2	SMARCA2 act	FXN GAA850 act	GC-B act	hcDAF12 agonist	hgDAF12 agonist	HGIII-sPLA2 inh
Cc1ccc(S(=O)(=O)N(C)C[C@H]2Oc3cc(C#CC4CCCC4)ccc3S(=O)(=O)N([C@H](C)CO)C[C@H]2C)cc1
 : -1.0	0.1	1.4	-2.5	-2.0	-3.1	0.1	1.7	0.5	-4.5	-25.0
COc1ccccc1NS(=O)(=O)c1ccc(C)c(NC(=O)c2ccc(S(=O)(=O)N3CCCCCC3)cc2)c1
 : -2.4	-3.8	-0.7	-2.2	-2.4	-2.6	-13.4	-0.4	-4.1	-6.7	-36.7
S=c1[nH]nc(-c2cc(-c3ccccc3)n[nH]2)n1/N=C/C=C/c1ccco1
 : -1.5	/	0.2	-1.2	0.3	0.2	1.7	-2.6	0.7	-0.3	14.1
O=C1C(NS(=O)(=O)c2cccs2)=C(N2CCN(Cc3ccccc3)CC2)C(=O)c2ccccc21
 : -1.8	-2.1	1.9	-2.1	-2.0	-1.0	-3.7	-0.8	-0.8	-0.6	-0.1
COc1ccc(-c2nnc3cccc(Cl)n23)c(OC)c1
 : -0.4	1.5	-0.1	-2.5	1.0	-0.1	1.2	3.6	-3.7	-1.8	6.0
CCOC(=O)C(=Nc1ccccc1)NO
 : -1.7	-0.5	-0.5	-5.7	-0.5	-2.4	0.7	-2.9	-0.2	-1.9	-49.1
OC[C@H]1O[C@@H](c2nc(-c3ccc4[nH]ccc4c3)no2)[C@H](O)[C@@H](O)[C@H]1O
 : -0.7	/	-0.2	8.1	0.3	-2.7	-1.6	-1.8	1.4	0.3	-3.4
Cc1ccc(C(=O)OCN2C(=O)c3ccccc3C2=O)c(O)c1
 : -1.3	0.0	-0.2	-5.1	1.9	-2.0	0.9	0.6	-1.4	-1.1	1.5
Fc1ccccc1NC(=S)NCCc1ccc(Cl)cc1
 : -0.3	2.0	-0.5	-1.1	1.8	4.6	3.8	1.6	0.1	8.4	1.2
COc1ccc(-n2cc(CN[C@H]3CCCCNC3=O)c(-c3cccc(F)c3)n2)cc1
 : -1.6	1.0	0.2	2.9	-0.4	-0.1	1.6	-4.9	-1.9	-4.7	-6.7
CCCC(c1nnnn1Cc1ccc(OC)cc1)N1CCC(C(N)=O)CC1 (stereo unspecified)
 : -1.4	0.8	0.2	-0.2	-0.5	0.3	0.1	1.9	-0.2	-2.1	-2.7
CCn1cc(/C=N\NC(=O)c2cc(-c3ccccc3OC)nc3ccccc23)c(C)n1
 : -0.7	-0.8	-0.9	5.4	0.2	-2.3	-0.8	1.9	-0.5	2.3	8.1
O=S(=O)(NCCN1CCOCC1)c1ccc2ccccc2c1
 : -1.1	-0.7	-0.2	2.3	-1.0	-0.8	-0.3	-0.7	-1.2	0.3	-5.2
Cc1ccc(C)c(NC(=O)C2CCCN2S(=O)(=O)c2ccc3c(c2)n(C)c(=O)c(=O)n3C)c1 (stereo unspecified)
 : -1.5	-0.6	-0.2	-0.7	-0.2	-3.1	-0.9	7.9	-1.4	1.2	9.3
COc1cc(C(C)=O)ccc1OCCCN1CCC(Cc2ccccc2)CC1
 : -1.5	2.2	-0.5	-4.7	-0.1	-0.1	0.8	-5.1	-1.2	0.4	-10.2

Given tab-delimited: part of the list above.
Molecule	ssDAF-12 act	DAX1 inh-1	proKLK7 act	NPR1 activator	DAX1 inh-2	SMARCA2 act	FXN GAA850 act	GC-B act	hcDAF12 agonist	hgDAF12 agonist	HGIII-sPLA2 inh
COc1ccc(-c2nnc3cccc(Cl)n23)c(OC)c1	-0.4	1.5	-0.1	-2.5	1.0	-0.1	1.2	3.6	-3.7	-1.8	6.0
CCOC(=O)C(=Nc1ccccc1)NO	-1.7	-0.5	-0.5	-5.7	-0.5	-2.4	0.7	-2.9	-0.2	-1.9	-49.1
OC[C@H]1O[C@@H](c2nc(-c3ccc4[nH]ccc4c3)no2)[C@H](O)[C@@H](O)[C@H]1O	-0.7	/	-0.2	8.1	0.3	-2.7	-1.6	-1.8	1.4	0.3	-3.4

Following part:
Sequence of screens – ssDAF-12 act	DAX1 inh-1	proKLK7 act	NPR1 activator	DAX1 inh-2	SMARCA2 act	FXN GAA850 act	GC-B act	hcDAF12 agonist	hgDAF12 agonist	HGIII-sPLA2 inh
Cc1cc(C)nc(NC(=O)C(C)C)n1
 : -0.9	1.0	0.9	0.4	-0.6	0.3	-0.4	6.1	0.0	-1.2	-0.7
COc1ccc2ccccc2c1/C=N\n1c(C)cc(C)c(C(N)=O)c1=O
 : -1.6	0.4	0.0	-5.0	0.0	-0.5	0.1	0.6	0.6	-0.4	2.4
Cc1ccc(CCNC(=O)c2cc(S(=O)(=O)N3CCCCC3)c[nH]2)cc1
 : -1.1	0.6	0.0	-2.5	-0.8	-2.2	-1.3	-0.2	-2.1	-2.1	-0.8
CCC(CO)n1c(=S)[nH]c2cc(OC)c(OC)cc2c1=O (stereo unspecified)
 : -0.5	1.6	-0.2	-4.6	0.1	-2.4	0.6	-4.1	-0.9	-0.6	6.0
Cc1snc(SCC(=O)N/N=C(\N)COc2cccc(C(F)(F)F)c2)c1C#N
 : -1.3	0.0	-0.3	-3.9	0.3	-1.2	1.2	-0.4	-0.8	0.2	-3.2
Cc1ccc(N2C(=O)SC(N(CC(=O)O)c3ccc(C)cc3)C2=O)cc1 (stereo unspecified)
 : -0.6	0.1	0.1	-2.6	-0.2	4.3	2.8	0.6	-1.1	-0.5	2.4
CCc1noc(C)c1C(=O)NNC(=O)COc1ccc(Br)cc1
 : -0.6	0.2	-0.1	3.0	-0.1	-1.9	-2.4	11.3	-0.6	1.0	-3.4
O=C(Nc1ccc(Cl)c(S(=O)(=O)N2CCOCC2)c1)c1ccc2c(c1)OCO2
 : -2.1	-3.8	0.1	-0.2	-3.3	-1.9	-1.2	9.3	-4.0	-8.4	-10.2
CCOC(=O)N/N=C(\CCC(=O)O)c1cccs1
 : -0.2	0.3	0.1	7.0	0.7	-3.3	0.8	4.2	0.7	-0.6	14.9
O=[N+]([O-])c1cc(/C=N/N2CCN(c3ccccc3)CC2)ccc1Cl
 : -0.4	2.0	-0.2	-2.2	0.4	-1.7	0.0	-7.9	-1.5	4.6	16.6
Cn1c(Cc2ccc3c(c2)OCO3)nnc1SCC(=O)NC1CCCC1
 : -2.2	/	0.0	0.1	0.2	-1.7	/	1.3	-2.3	-3.2	-0.2
O=C1CC2(CCCC2)CC(=O)N1CCCCN1CCN(c2ncccn2)CC1
 : -1.8	-1.2	0.1	0.6	-0.4	-2.7	1.0	-3.9	-3.0	-0.6	-1.6
NS(=O)(=O)c1ccc(NC(=O)CN2CCc3ccccc3C2)cc1
 : -0.5	-0.6	0.1	2.4	-0.1	3.5	-0.3	-4.2	-0.2	2.9	-4.4
COc1ccc(/C=N/NC(=O)c2cccc(Br)c2)cc1CN1CCOCC1
 : -1.3	1.1	1.1	0.5	0.1	-0.5	0.1	-3.1	-1.6	0.7	-3.3
Cc1ccc(OC(=O)Cn2c(C(F)(F)F)nc3ccccc32)cc1
 : -1.4	0.1	-0.4	-0.6	-0.3	-1.3	-0.9	3.1	-1.8	0.9	1.8
O=C1NNC(c2ccccc2)=N/C1=C\c1ccccc1Cl
 : -0.9	0.9	0.1	0.1	-0.2	-3.5	1.1	-8.0	-0.4	0.6	-17.1
